Dicer inh: blocks human Dicer maturation of pre-miR-21 | cat-ELCCA pre-miR-21 Dicer processing, chemiluminescence; stronger effect = higher value | z-score at 25 µM | 47,000 compounds, 6% hits; in the data active means z-score above about 3, passing the limit was not always enough;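 further: plate controls were vehicle for no effect and no enzyme for full effect; higher signal means more uncleaved substrate so more Dicer inhibition; strong numbers were not always called active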
Target sequence (Q9UPY3 whole entry, looked up): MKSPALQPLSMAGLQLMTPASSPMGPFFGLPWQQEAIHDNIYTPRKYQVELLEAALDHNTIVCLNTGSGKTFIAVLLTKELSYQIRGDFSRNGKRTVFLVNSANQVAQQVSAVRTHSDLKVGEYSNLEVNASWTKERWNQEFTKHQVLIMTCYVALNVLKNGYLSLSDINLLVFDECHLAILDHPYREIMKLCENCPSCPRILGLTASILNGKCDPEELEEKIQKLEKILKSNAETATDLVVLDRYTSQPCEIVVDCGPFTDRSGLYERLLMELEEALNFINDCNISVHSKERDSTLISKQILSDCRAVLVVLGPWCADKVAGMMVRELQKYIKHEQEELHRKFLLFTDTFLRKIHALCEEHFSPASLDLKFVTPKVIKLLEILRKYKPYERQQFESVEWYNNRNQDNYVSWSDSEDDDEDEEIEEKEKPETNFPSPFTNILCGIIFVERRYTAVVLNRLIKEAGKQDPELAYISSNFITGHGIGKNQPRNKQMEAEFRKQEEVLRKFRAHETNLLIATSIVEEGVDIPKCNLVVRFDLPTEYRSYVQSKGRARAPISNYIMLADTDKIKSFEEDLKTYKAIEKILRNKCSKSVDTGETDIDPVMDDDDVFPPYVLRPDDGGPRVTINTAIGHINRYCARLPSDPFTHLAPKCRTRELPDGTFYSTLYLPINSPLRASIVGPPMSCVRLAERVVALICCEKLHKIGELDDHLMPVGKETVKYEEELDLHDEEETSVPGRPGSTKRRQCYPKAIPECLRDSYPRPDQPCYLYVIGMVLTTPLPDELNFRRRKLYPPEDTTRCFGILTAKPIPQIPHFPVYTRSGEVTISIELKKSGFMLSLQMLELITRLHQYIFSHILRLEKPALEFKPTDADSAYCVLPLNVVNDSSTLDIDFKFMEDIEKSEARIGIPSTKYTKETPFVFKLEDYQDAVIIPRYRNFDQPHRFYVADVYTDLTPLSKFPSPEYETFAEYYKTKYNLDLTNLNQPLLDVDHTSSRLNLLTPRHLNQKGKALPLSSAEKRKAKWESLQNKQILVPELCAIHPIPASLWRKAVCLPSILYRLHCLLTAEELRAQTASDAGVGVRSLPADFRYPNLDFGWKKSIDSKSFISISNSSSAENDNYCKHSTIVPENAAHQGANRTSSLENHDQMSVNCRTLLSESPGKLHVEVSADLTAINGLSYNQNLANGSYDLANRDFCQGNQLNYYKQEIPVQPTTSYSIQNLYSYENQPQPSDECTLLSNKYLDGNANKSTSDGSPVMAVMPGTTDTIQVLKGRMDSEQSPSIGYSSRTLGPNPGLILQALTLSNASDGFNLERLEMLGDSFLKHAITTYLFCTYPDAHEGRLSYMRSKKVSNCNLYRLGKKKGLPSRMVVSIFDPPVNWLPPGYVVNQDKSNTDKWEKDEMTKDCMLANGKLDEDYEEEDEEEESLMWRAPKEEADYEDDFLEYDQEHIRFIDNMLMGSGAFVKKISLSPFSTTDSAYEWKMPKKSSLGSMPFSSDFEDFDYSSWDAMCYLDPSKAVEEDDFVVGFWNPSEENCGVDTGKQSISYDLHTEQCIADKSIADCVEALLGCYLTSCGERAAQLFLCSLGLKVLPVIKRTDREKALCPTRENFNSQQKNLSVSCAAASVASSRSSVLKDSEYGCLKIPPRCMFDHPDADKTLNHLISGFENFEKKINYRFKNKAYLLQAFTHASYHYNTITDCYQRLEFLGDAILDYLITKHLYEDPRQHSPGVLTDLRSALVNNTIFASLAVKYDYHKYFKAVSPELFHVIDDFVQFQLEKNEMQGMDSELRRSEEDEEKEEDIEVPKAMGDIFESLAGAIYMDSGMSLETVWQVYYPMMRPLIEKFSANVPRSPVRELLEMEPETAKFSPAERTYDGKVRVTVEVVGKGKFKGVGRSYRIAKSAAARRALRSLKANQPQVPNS
* hit, by the source's call.

The opening 2 compounds, to show the layout:
compound	Dicer inh
NC(N)=NC(N)=Nc1ccc(F)c(Cl)c1	3.2
O=C(O)C1C2CC=CC2c2cc(Oc3ccccc3)cc3c2N1CC1CC=CC31 (configuration not stated)	-1.5

All compounds of this part, from the start:
compound	Dicer inh
NC(N)=NC(N)=Nc1ccc(F)c(Cl)c1	3.2
O=C(O)C1C2CC=CC2c2cc(Oc3ccccc3)cc3c2N1CC1CC=CC31 (configuration not stated)	-1.5
COc1ccc(NC2CC(=O)N(c3ccccc3F)C2=O)cc1 (configuration not stated)	-0.54
CCCCCc1c(C)nc2c(-c3ccccc3)c(C)[nH]n2c1=O	-0.7
COc1ccccc1NC(=S)N1CC(C)OC(C)C1 (configuration not stated)	-0.61
O=C(C1CC1)N1c2ccccc2Sc2ccccc21	1.24
O=C(NCc1ccco1)C1Sc2nnc(-c3ccccc3)n2NC1c1ccc(Cl)cc1 (configuration not stated)	-0.76
O=C(O)Cn1nnc(-c2ccccc2F)n1	1.51
O=C1C(=O)N(O)C2CCCCC2N1O (configuration not stated)	-0.34
COc1ccc(Nc2cc(=O)n(-c3ccccc3)c3c2c(=O)n(C)c(=O)n3C)cc1	-0.44
CSc1cccc(NC(=O)CSc2nc3ccccc3s2)c1	1.51
CN(C)C(=O)c1cc([N+](=O)[O-])cc2c1-c1ccc([N+](=O)[O-])cc1C2=O	-0.96
Cc1ccc(/C(O)=C2\C(=O)C(=O)N(CCN(C)C)C2c2ccccc2F)cc1 (configuration not stated)	0.12
Clc1ccc(Nc2nc(-c3cc(-c4ccccc4)no3)cs2)cc1	0.96
COc1ccccc1NC(=O)Nc1nn(C)c2cccc(N(C)C)c12	-2.72
CCOC(=O)Cn1c(-c2ccco2)nc(-c2ccccc2)c1-c1ccccc1	-1.87
CSc1nnc(-c2ccc(C(C)(C)C)cc2)n1Cc1ccccc1	-0.43
CC(C)(C)c1cc2nc(-c3cc(C(F)(F)F)cc(C(F)(F)F)c3)cc(=O)n2[nH]1	1.86
O=C(CSc1nnc2sc3ccccc3n12)N1CCN(c2ccccc2)CC1	3.69*
Cc1ccc(CN(C)CCc2ccccn2)cc1	1.5
c1csc(-c2nc3c4c5c(sc4ncn3n2)CCCCC5)c1	2.45
CC(=O)CC(c1ccc([N+](=O)[O-])cc1)c1c(O)c2ccccc2oc1=O (configuration not stated)	-0.3
Nc1nc(-c2ccc(Cl)cc2)nc2sc3c(c12)CCCCC3	0.21
COc1ccc(OCc2nnc3n2N=C(c2ccc(OC)cc2)CS3)cc1	5.17*
CC1=NN(c2ccccc2)C(=O)/C1=C1/SC(C(=O)c2ccccc2)=NN1c1ccccc1	159

(listing goes on)
compound	Dicer inh
CCOC(=O)c1sc(SCc2ccc(Cl)cc2)c2c1CC(C)(C)CC2=O	-0.24
Cn1c(=O)c2c(nc(NC3CCCC3)n2Cc2cccc(Br)c2)n(C)c1=O	-1.04
C=C(c1ccccc1)c1ccc(OC)cc1	0.46
COc1ccc(OC)c(C(=O)c2coc3ccc(OCC(=O)O)cc23)c1	1.51
CO/N=C(\C(=O)N[C@@H]1C(=O)N2C(C(=O)O)=C(C[N+]3(C)CCCC3)CS[C@H]12)c1csc(N)n1	-0.72
COC(=O)c1c(-c2c(Cl)cccc2Cl)noc1C(=O)NNC(=O)N(C)C	-0.36
O=C1/C(=C/c2ccc(Cl)cc2Cl)COc2ccc(Cl)cc21	1.98
C=CCN1C(=O)C(O)(CC(=O)c2ccc(CC)cc2)c2cc(Br)ccc21 (configuration not stated)	1.61
Cc1cc(C)cc(Oc2coc3cc(OC(=O)c4ccco4)ccc3c2=O)c1	1.88
CCOC(=O)CC(=O)Nc1c(C)csc1C(=O)OC	0.07
Cc1nc(N)nc(N/N=C/c2ccccc2O)n1	-3.87
O=[N+]([O-])c1ccc(C2NC(CO)(CO)CO2)cc1 (configuration not stated)	0.08
O=C(OCc1ccccn1)c1ccc(COc2ccc3ccccc3c2)o1	3.03*
CCCCSc1nnc2c(n1)[nH]c1ccc(C)cc12	-0.6
CCCCN1C(=O)C(O)(CC(=O)c2ccccc2)c2ccccc21 (configuration not stated)	1.91
Cc1c(C#N)sc(C(=O)NC(=O)OCC#Cc2cc(C(F)(F)F)cc(C(F)(F)F)c2)c1C	-1.23
Cc1c(S(=O)(=O)Nc2ccc(Cl)c(Cl)c2)sc2ccc(Cl)cc12	1.87
O=C(CN1CCN(c2nc3cc(Cl)ccc3s2)CC1)Nc1ccccc1	-2.24
Cc1cc(NC(=O)Nc2ccccc2)n(C(C)(C)C)n1	-4.43
COC(=O)CSc1n[nH]c(=O)[nH]c1=O	0.14
C/C(=N\Nc1c(Cl)cc(Cl)cc1Cl)c1c(O)cc(C)oc1=O	-0.25
COC(=O)c1sc(C(C)(C)C)cc1NC(=O)C(Cl)(Cl)Cl	-0.33
Cc1ccc(C2c3c(oc4ccc(C)cc4c3=O)C(=O)N2c2nccs2)cc1 (configuration not stated)	0.13
COC(=O)Nc1ccc(S(=O)(=O)N2CCN(C)CC2)cc1	0.45
Clc1ccc(Oc2nc(-c3cccnc3)nc3ccccc23)cc1	1.41

Looked up above.
Cn1c(=O)c2c(nc(NC3CCCC3)n2Cc2cccc(Br)c2)n(C)c1=O in Dicer inh is entered as -1.04
Cc1c(C#N)sc(C(=O)NC(=O)OCC#Cc2cc(C(F)(F)F)cc(C(F)(F)F)c2)c1C in Dicer inh is entered as -1.23
COC(=O)c1c(-c2c(Cl)cccc2Cl)noc1C(=O)NNC(=O)N(C)C in Dicer inh is entered as -0.36
Cc1nc(N)nc(N/N=C/c2ccccc2O)n1 in Dicer inh is entered as -3.87

Continuation.
compound	Dicer inh
Cc1ccc2c(C)nc(NC3=NCN(CCN4CCOCC4)CN3)nc2c1	-0.04
CCCN1C(=O)C(O)(CC(=O)c2ccc3c(c2)OCO3)c2cc(Br)ccc21 (configuration not stated)	2.83
CCOc1ccc(C)cc1S(=O)(=O)n1c(C)nc2ccccc21	-0.49
Nc1c(C(=O)N/N=C/c2ccc3c(c2)OCO3)sc2nnc(-c3ccccc3)c(-c3ccccc3)c12	0.44
O=C(CSc1nnc(-c2ccco2)c(-c2ccco2)n1)Nc1ccc(Br)cc1	-1.71
CC1CCC2C(=O)N(c3cc(Cl)ccc3OC(=O)c3ccco3)C(=O)C2C1 (configuration not stated)	1.67
Nc1ncc(OCc2ccccc2)c(=O)[nH]1	-1.18
Nn1c(C(=O)NCc2cccnc2)nc2ccccc2c1=O	1.47
O=C(NCC1OCCc2ccccc21)C1COc2ccccc2O1 (configuration not stated)	-1.38
Cn1c(-c2ccc(F)cc2)[n+](C)c2ccccc21	-1.99
CC1CN=C(N(C(=O)Nc2ccccc2)c2cccc(C(F)(F)F)c2)S1 (configuration not stated)	4.86
Cc1ccsc1CNCCNC(=O)c1nonc1N	1.04
Cc1c2c(n3c(nc4ccccc43)c1C#N)N(Cc1cccnc1)CC2	-1.21
CC(=O)/C=C1\C(=O)N(C)c2ccccc21	-2.15
O=C(O)c1cc(NC(=O)C2CCN(c3nccc(C(F)(F)F)n3)CC2)ccc1N1CCOCC1	-0.66
CCO/C=N\C1=C(C#N)C(c2ccc(Cl)cc2)c2ccc3ccccc3c2O1 (configuration not stated)	3.89*
CN(C)c1ccc(NC2CC(=O)N(c3ccccc3)C2=O)cc1 (configuration not stated)	-2.84
COc1ccccc1C1C(C(=O)OCC2CCCO2)=C(C)NC2=C1C(=O)CC(C)(C)C2 (configuration not stated)	0.12
CCCN1C(=O)C2(/C(=C(/O)c3ccc(C)cc3)C(=O)C(=O)N2CCOC)c2ccccc21 (configuration not stated)	1.23
CCOC(=O)c1cc(CC)sc1NC(=O)c1cccs1	0.5
CN(C)C(=O)c1cccc2c1-c1ccccc1C2	0.52
O=C(COc1ccccc1Br)Nc1ccc2c(c1)OCO2	1.04
CCOC(=O)Cc1csc(NC(=O)CSc2nnc(C)s2)n1	0.76
Cc1ccc(OCC2NCCS2)cc1[N+](=O)[O-] (configuration not stated)	-3.75
Cc1cccc(NC(c2ccc(F)cc2)c2ccc3ccc(C)nc3c2O)n1 (configuration not stated)	-0.14

Next section.
compound	Dicer inh
COc1ccc(-c2csc(NC3=NS(=O)(=O)c4ccccc43)n2)cc1	2.85
Cn1nc(-c2ccc(Br)s2)c(Br)c1C(F)(F)F	44.6*
N#CCCN(Cc1cccs1)S(=O)(=O)c1cccc2nsnc12	1.72
Cc1cc(C(=O)NNCc2ccccc2)no1	0.29
CN1N=C2c3ccccc3CCCC2C1c1cccs1 (configuration not stated)	-0.34
COc1ccc(-n2ncc(C(=O)NCc3c(Cl)cccc3Sc3ccc(Cl)cc3)c2C)cc1	-1.4
CCN1CCN(c2nc3c(c(=O)[nH]c(=O)n3C)n2CC(O)c2ccccc2)CC1 (configuration not stated)	-2.05
O=C(Nc1ccccc1)Nn1cnnc1	0.34
O=C1c2ccccc2-c2nc3ncnn3c(-c3ccccc3)c21	2.25
Cn1cnnc1SCC#CCO	-2.23
CCCc1[nH]nc2c1C(c1ccc(-c3ccccc3)cc1)C(C#N)=C(N)O2 (configuration not stated)	-1.5
Cc1nc(N=Nc2ccc(S(=O)(=O)O)cc2S(=O)(=O)O)c(COP(=O)(O)O)c(C=O)c1O	3.07*
Cn1c(=O)c2c(nc(Cl)n2Cc2ccccc2F)n(C)c1=O	-0.25
Cc1ccc(C2/C(=C(\O)c3ccc(Cl)cc3)C(=O)C(=O)N2CCN2CCOCC2)o1 (configuration not stated)	0.61
Cc1cc(C)n(C(=O)CCCCC(=O)n2nc(C)cc2C)n1	-1.26
CCCS(=O)(=O)c1c(S(=O)(=O)CCC)c2ccc(C(N)=O)cn2c1C(=O)c1ccc(C)cc1	0.19
CC(C)OC(=O)Cn1cnc([N+](=O)[O-])n1	-0.76
N#Cc1c2c(c(NCCCN3CCOCC3)n3c1nc1ccccc13)CCC2	107
CC(=O)Nc1nc2c(ncn2COCCOC(C)=O)c(=O)[nH]1	1.69
CC(C)(C)c1ccc(-c2nnc3sc(-c4ccco4)nn23)cc1	1.32
Cc1csc2c(=O)sc(NC(=O)c3ccco3)nc12	0.15
CCc1cc(C)cc(OCC(O)C[n+]2cn(CC)c3ccccc32)c1 (configuration not stated)	0.61
Cc1cc(Cl)ccc1NC(=S)NC(C)(CO)CO	-0.01
Cc1cc(=O)oc2cc(NS(=O)(=O)c3ccccc3)ccc12	1.36
CO[C@@]1(NC(=O)C2SC(=C(C(N)=O)C(=O)O)S2)C(=O)N2C(C(=O)O)=C(CSc3nnnn3C)CS[C@@H]21 (some centres not stated)	0.9

Another view of part of the listing above.
> COc1ccc(-c2csc(NC3=NS(=O)(=O)c4ccccc43)n2)cc1
  Dicer inh: 2.85

> Cn1c(=O)c2c(nc(Cl)n2Cc2ccccc2F)n(C)c1=O
  Dicer inh: -0.25

Next records.
compound	Dicer inh
O=C(O)C(Cc1ccccc1)Nc1ncnc2sc3c(c12)CCC3 (configuration not stated)	1.24
Cc1nc(-c2ccc(S(=O)(=O)NCCCN)s2)cs1	-0.56
O=C(O)CSc1nc2c(c(C(F)(F)F)n1)CCc1ccccc1-2	1.83
COc1ccc(C2CC(=O)C3=C(C2)Nc2ccccc2NC3c2cccc(OC)c2OC)cc1OC (configuration not stated)	0.48
CC(=O)C(C)(C)OC(=O)N1CCSCC1	0.4
N#C/C(=C\c1ccc(Cl)cc1)C(=O)Nc1ccc(F)c(F)c1F	-0.71
O=C(c1ccccc1Cl)N1CCn2c1nc1ccccc12	-1.14
O=C(Nc1cc(Cl)ccc1O)C1CC(c2cccc(Br)c2)=NO1 (configuration not stated)	3*
O=c1[nH]cnc2c1c(-c1ccccc1)cn2-c1ccc(Br)cc1	1.12
O=C(OCc1ccc(Cl)cc1)c1cnc(Nc2cccc(C(F)(F)F)c2)nc1C(F)(F)F	0.1
Cc1csc(=Nc2ccccc2)n1-c1ccccc1	1.07
Cc1csc(Cn2nc(CC(=O)NNC(=S)Nc3ccccc3)c3ccccc3c2=O)n1	0.62
CCOC(=O)C(C)N(Cc1ccccc1)C(=O)Nc1ccc(Cl)cc1 (configuration not stated)	0.17
O=c1oc2c(Cl)cc(NS(=O)(=O)c3ccccc3)cc2s1	11.3*
CN(C)Cc1c(O)ccc2ccccc12	5.31*
CSC1=NCCN1C(=O)c1c(-c2c(F)cccc2Cl)noc1C	-0.75
CCOC(=O)c1c[nH]n2c(=O)cc(C)nc12	0.79
Brc1ccc(-c2c[n+]3c(n2-c2ccccc2)SCC3)cc1	2.15
COc1ccc(C2CC(=O)c3cnc(N4CCc5ccccc54)nc3C2)cc1OC (configuration not stated)	-1.58
S=c1n(CN2CCOCC2)nnn1-c1ccccc1	-0.44
CC(C)N(Cc1ccccc1)C(=O)Nc1cc(Cl)cc(Cl)c1	-1.25
O=C(NC1=NCCS1)c1cccs1	-1.08
C=CCn1c(NCc2ccc(N(CC)CC)cc2)nc2ccccc21	2.31
COC(=O)CSc1ncccc1C(=O)OC	-1.75
CCOC(=O)CSc1nc2ccccc2c(=O)n1CC1CCCCC1	-0.3

Ordered by SMILES length (lowest first): part of the list above
compound	Dicer inh
COc1ccccc1NC(=S)N1CC(C)OC(C)C1 (configuration not stated)	-0.61
O=C1c2ccccc2-c2nc3ncnn3c(-c3ccccc3)c21	2.25
COc1ccc(OCc2nnc3n2N=C(c2ccc(OC)cc2)CS3)cc1	5.17*

Remaining list, next part
compound	Dicer inh
CC(C)(C)c1cc(NS(=O)(=O)c2ccc(Cl)c(Cl)c2)n(-c2ccccc2)n1	0.18
O=C(O)c1cc2c(s1)-c1ccccc1CC2	0.66
CC1(C)N=C(N)N=C(N)N1c1ccc(Cl)cc1	1.93
NC(=O)Cc1nc(-c2ccc(Br)cc2)cs1	3.22*
Clc1ccc(Sc2ccc3nnc(-c4ccccc4)n3n2)cc1	0.75
Cc1cc(C)c2c(c1)-c1cc(C)nn1C(c1ccccc1O)N2 (configuration not stated)	-0.3

High-throughput results deposited in PubChem by Center for Chemical Genomics, University of Michigan.

Only part of the results is shown; count on the stated rates, not on these rows.
